b-catenin transl – modulators of beta-catenin nuclear translocation, primary screen, imaging, HeLa cells, immunofluorescence, high-content. nuclear translocation activity, % at 5 µM. 190,000 compounds, 0.3% hits;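 active = nuclear translocation activity above 50% at 5 µM, with a well cell count of 50 or more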;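 note: per-cell ratio of nuclear to cytoplasmic median beta-catenin stain intensity; plate controls were DMSO negative control for no effect and GSK-3 inhibitor IX positive control for full effect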
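Technique: fluorescence imaging of beta-catenin antibody stain plus DAPI / Material: human HeLa cell line / Incubation: compound treatment 24 h, 37°C, 5% CO2 / Read-out basis: % activation of per-cell nuclear versus cytoplasmic median beta-catenin signal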
Yfh1-off respiration – enhancers of respiration in Yfh1-depleted yeast, dose response, Friedreich's ataxia, plus single-dose screen (AID 1465). S. cerevisiae Yfh1-off respiration, WST-1 reduction, 72 h; higher fold induction means a stronger effect. fold induction at 50 µM; hits with a dose series show EC50 in µM. 220,000 compounds, 0.074% hits;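 active = fold induction of absorbance versus untreated yeast above a set limit, then at least 30% activation at any dose in follow-up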;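 note: activators that raise dye reduction in frataxin-depleted yeast; strong numbers were not always called active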
MT stabilize HCS – microtubule stabilizers in HeLa cells, primary screen, imaging, high-content imaging; HeLa tubulin immunostaining HCS, 24 h; share of cells brighter than vehicle mean+2SD; % tubulin-high responders, % at 10 µM; 200,000 compounds, 0.83% hits; AID 2205, 2009;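 active = plate Z-score above 3 for both tubulin-high and condensed-nucleus cell shares, with cell loss under 80%, at 10 µM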;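 note: anti alpha tubulin signal scored within the nucleus-defined area of each cell; some results filed as inactive read as strong as hits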
Dynein cargo inh – inhibitors of GR-EGFP nuclear translocation, primary screen, dynein cargo transport inhibitor project, imaging, high-content, 3617.4 mouse cells | test concentration mostly 20 µM; stimulated with dexamethasone, 1 µM; active compounds read low | z-score, hits read low | 220,000 compounds, 0.47% hits;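 active = plate z-score of nuclear minus cytoplasmic receptor signal below a set negative limit, without overly bright fluorescence or cell loss, cut at about -3.5 in these data, passing the limit was not always enough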;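 note: z-score of nuclear minus cytoplasmic ring GR-EGFP intensity difference per well; some compounds called inactive have numbers as strong as hits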
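Buffer or medium – tet-free medium with charcoal-stripped serum · Signal – automated 10x imaging of fixed Hoechst-stained cells · Also added – dexamethasone agonist, 1.0 µM final, for 30 min · Incubation – induction 48 h, compound 1 h, agonist 30 min · Read-out – GR-EGFP nuclear translocation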
Hep lipid drop – inhibitors of hepatocyte lipid droplet formation, primary screen, imaging, high-throughput imaging, BODIPY stain | AML12 mouse hepatocytes, oleate lipid droplets | inhibition, % at 6.5 µM | 240,000 compounds, 0.4% hits | AID 1656, 2009;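 active = lipid droplet intensity inhibited by at least 50%, with more than 500 cells counted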
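Technique: fluorescence imaging, 20x objective, two fields per well / Assay system: AML12 hepatocytes (mouse) / Measure: % inhibition of lipid droplet signal / Doses: 6.5 µM single-point dosing / Incubation: overnight exposure / Reagent: 100 µM oleic acid challenge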
Ins promoter up – insulin promoter activators in MIN6 cells, imaging, high-content screening, mouse beta cells; MIN6 insulin promoter-GFP reporter; active compounds read high; 190,000 compounds, 0.3% hits; AID 1625, 2009; z-score at 5 µM;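 active = z-score above 3 at 5 µM with at least 500 cells counted in the well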
WT yeast gro inh – growth inhibition of WT strain, primary screen, mitochondrial fusion inhibitor project, WT and mutant strains, chemical genetic | mitochondrial fusion phenotypic screen | inhibition, % at 10 µM | 190,000 compounds, 2.1% hits | AID 1362, 2008; in the data active = inhibition above about 58%; tested in S. cerevisiae
NOD2 inhibition – NOD2 signaling inhibitors, cell-based, luminescence, uHTS, HEK293 (AID 1566) | HEK293 NOD2/NF-kB luciferase reporter, luminescence; higher % means a stronger effect | one-dose inhibition, % at 4 µM; EC50 in µM for titrated hits | 290,000 compounds, 0.63% hits; in the data active = inhibition above about 50%; note: many of its hits are not listed in these tables
Autophagy HCS – autophagy modulators in MEF cells, primary screen, imaging, high-content, MEF GFP-LC3; MEF GFP-LC3 puncta imaging; test concentration mostly 10 µM; calls only at 10 µM (by protocol); 190,000 compounds, 0.98% hits; AID 463193, 2010;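 active = percentage of spot-positive cells more than 3 SD above its plate mean, without a fluorescence outlier flag or 80% toxicity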;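 note: spot-positive cell cutoff set from DMSO-treated cells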
WT yeast gro inh mutant strain – second read-out of WT yeast gro inh, no call of its own (marks repeat the call); inhibition, %; mitochondrial fusion phenotypic screen, mutant strain inhibition
Dynein cargo inh cytoplasmic EGFP – second read-out of Dynein cargo inh, no call of its own (marks repeat the call); z-score; measured here: cytoplasmic GR-EGFP intensity; active compounds read high
Dynein cargo inh nuclear GR-EGFP – second read-out of Dynein cargo inh, no call of its own (marks repeat the call); z-score; measured here: nuclear GR-EGFP intensity;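 lower value marks the stronger effect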
Dynein cargo inh cell count – recorded beside Dynein cargo inh, whose call it bears; z-score; measured here: cell count per field
Ins promoter up cell count – further read-out of Ins promoter up, marked with its call; cell count; measured here: cytotoxicity, nuclei count;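 total cells summed across four imaged fields per well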
Hep lipid drop cells 6.5 µM – also measured in Hep lipid drop; calls as there; cell count; measured here: cell count, cytotoxicity flag;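 cells counted across two imaged fields per well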
b-catenin transl cell count 5 µM – also measured in b-catenin transl; calls as there; cell count; measured here: cell count, cytotoxicity flag
MT stabilize HCS Hoechst-high % – also measured in MT stabilize HCS; calls as there; % Hoechst-high responders; measured here: nuclear condensation Hoechst responders;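 share of cells brighter than vehicle mean plus two SD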
MT stabilize HCS cytotoxicity % – also measured in MT stabilize HCS; calls as there; toxicity, %; measured here: cytotoxicity by cell density;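 0% = mean cell density of plate MIN control wells and 100% = no cells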
Autophagy HCS cell loss 18 h – recorded beside Autophagy HCS, whose call it bears; toxicity, %; measured here: cell loss, nuclei count;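 cell loss after 18 h compound exposure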
* = called active by the depositor; i = inactive; . = not tested or not shown. An excerpt (hit frequency here may not be typical).

Value order: b-catenin transl	b-catenin transl cell count 5 µM	Yfh1-off respiration	MT stabilize HCS	MT stabilize HCS Hoechst-high %	MT stabilize HCS cytotoxicity %	Dynein cargo inh	Dynein cargo inh cytoplasmic EGFP	Dynein cargo inh nuclear GR-EGFP	Dynein cargo inh cell count	Hep lipid drop	Hep lipid drop cells 6.5 µM	Ins promoter up	Ins promoter up cell count	WT yeast gro inh	WT yeast gro inh mutant strain	NOD2 inhibition	Autophagy HCS	Autophagy HCS cell loss 18 h
Cn1c(=O)[nH]c(=O)c2c1nc(Sc1ncccn1)n2CCCc1ccccc1
 : -3.7	732	i	9.4	1.1	14.3	-1.07	-0.217	-0.61	0.916	.	.	-0.24	1219	8.8	7.6	7.9%	i	13.6
CCOC(=O)c1ccc(NCc2nc3ccccc3n2C)cc1
 : -2.9	1413	i	2.4	2.0	5.2	-0.714	-0.225	-0.175	-0.777	.	.	0.04	1350	26.6	18.9	-55.7%	i	-4.9
CCOC(=O)c1c(C)n(C)c2c(C)cc(O)c(OC(=O)CC)c12
 : -3.8	989	i	2.3	2.4	13.4	-1.05	-0.375	-0.362	-0.126	.	.	0	1098	-6.7	-24.9	14.7%	i	-60.4
CCOCCCNCC(=O)NC1(C)C2CCC(C2)C1(C)C (stereo not drawn)
 : .	.	i	1.9	1.5	2.1	0.412	-0.287	0.318	0.464	7.1	804	0.87	909	-0.7	-2.3	13.2%	i	27.5
O=C1[C@@H]2Cc3ccccc3CN2C(=O)N1c1cccc(F)c1
 : -0.8	1104	i	2.7	2.9	5.4	-0.921	-0.269	-0.159	0.625	-9.8	713	-0.42	978	-8.7	-3.5	-27.5%	i	4.7
COc1ccccc1N1CCSC1C(N)=O (stereo not drawn)
 : 0.5	1307	i	4.3	2.8	9.2	0.485	-0.301	-0.0167	0.11	.	.	-0.32	1553	-10.9	-15.0	23.4%	i	-52.1
CCc1nnc(NC(=O)CCN2C(=O)CCC2=O)s1
 : -5.2	937	i	0.5	1.0	9.4	0.187	-0.201	-0.114	0.382	.	.	0.47	1200	2.1	4.7	-2.9%	i	2.2
O=C(Nc1ccc([N+](=O)[O-])cc1)C1CC12CCC2 (stereo not drawn)
 : 0.3	1067	i	2.9	2.0	8.1	0.391	-0.35	0.0972	0.0995	-4.3	666	-0.14	1177	24.8	-1.9	-8.4%	i	10.1
Cc1nc(NC(=O)c2ccc(F)cc2)nc2cc3c(cc12)OCO3
 : 0.7	1401	i	3.4	1.8	3.2	0.0709	-0.211	0.498	0.79	.	.	-0.35	1389	-13.8	-2.8	14.6%	i	18.3
O=C(CSc1nc2nc[nH]c2c(=O)[nH]1)NC1CCCCC1
 : -2.2	1110	i	3.2	1.7	4.9	-0.509	-0.241	-0.196	0.493	5.6	595	-0.24	2068	28.1	17.4	5.7%	i	2.3
CC(C)Nc1nc2c(c(=O)n(C)c(=O)n2C)n1C
 : -2.9	1259	i	.	.	.	-0.127	-0.222	-0.0802	-0.0864	8.7	694	-0.07	1463	.	.	12.8%	.	.
CCOc1ccc2c(C)nc(NC3=NC(C)(C)C=C(C)N3)nc2c1
 : 5.1	1074	i	2.1	1.0	1.7	-0.756	0.711	-1.17	-0.000688	-42.9	678	-2.38	504	-0.5	9.1	15.7%	i	30.3
Cc1cccc(OCC(=O)NCC(=O)N/N=C/c2cccnc2)c1
 : 1.9	1386	i	.	.	.	1.01	0.44	1.05	-1.58	11.4	743	0.12	1198	.	.	1.7%	.	.
Cc1ccc(-n2cccc2/C=C2\C(=N)N3N=C(C(C)C)SC3=NC2=O)cc1
 : -2.4	1166	i	3.6	1.5	4.5	-0.775	-0.267	-0.479	6.77	0.1	702	-0.07	1187	81.0*	30.1*	-8.1%	i	-7.6
CN(C)CCNC(=S)Nc1ccc(Cl)cc1
 : -1.2	1016	i	4.2	2.8	3.8	-0.497	0.262	-0.394	0.352	-0.7	640	-0.68	1756	-18.8	12.8	15.4%	i	-27.3

Look-ups from the list:
`Cc1ccc(-n2cccc2/C=C2\C(=N)N3N=C(C(C)C)SC3=NC2=O)cc1` in MT stabilize HCS → 3.6
`O=C(Nc1ccc([N+](=O)[O-])cc1)C1CC12CCC2` (stereo not drawn) in MT stabilize HCS → 2.9

(continued)
Value order: b-catenin transl	b-catenin transl cell count 5 µM	Yfh1-off respiration	MT stabilize HCS	MT stabilize HCS Hoechst-high %	MT stabilize HCS cytotoxicity %	Dynein cargo inh	Dynein cargo inh cytoplasmic EGFP	Dynein cargo inh nuclear GR-EGFP	Dynein cargo inh cell count	Hep lipid drop	Hep lipid drop cells 6.5 µM	Ins promoter up	Ins promoter up cell count	WT yeast gro inh	WT yeast gro inh mutant strain	NOD2 inhibition	Autophagy HCS	Autophagy HCS cell loss 18 h
CC(C)Cn1c(CN2CCN(c3ccccc3F)CC2)nc2c1c(=O)[nH]c(=O)n2C
 : -2.2	1108	i	10.3	1.5	7.9	-0.591	-0.176	-0.257	-0.362	-2.8	744	0.68	1011	-13.9	-5.2	6.2%	.	.
COc1ccc2c(Cl)c(C(=O)N/N=C/c3c(C)[nH]c4ccccc34)sc2c1
 : 77.5*	504*	i	21.5*	23.7*	25.9*	-0.673	0.278	-0.526	-0.559	-5.5	693	0.14	1402	12.9	3.5	-13.9%	i	-7.5
Cc1ccn2c(-c3csc(NCc4ccco4)n3)c(C)nc2c1
 : -2.6	863	i	4.3	2.1	8.1	-1.61	-0.172	-0.777	1.26	.	.	-6.24	550	9.3	12.5	22.6%	i	0.8
Cc1cccc(NC(=O)Nc2ccc(C)c(C)c2)n1
 : -2.6	1147	i	1.7	1.6	9.8	-0.0554	-0.414	0.0457	0.807	18.0	778	.	.	-9.5	-1.7	-79.6%	i	-5.8
O=C(CCN1CCN(C(=O)c2ccco2)CC1)Nc1ccc(F)cc1
 : .	.	i	3.1	1.8	5.9	2.8	-0.242	1.36	-0.992	-0.9	748	-0.45	1340	-9.3	3.4	-5.8%	i	1.9
Cc1nnc(NC(=O)C2CCCN(S(=O)(=O)Cc3ccccc3)C2)s1 (stereo not drawn)
 : -0.1	1398	i	2.6	2.3	2.7	0.00691	-0.248	0.0287	0.207	.	.	-0.21	1439	-1.4	-34.2	3.3%	i	2.8
Cc1nc2oc3c(NCc4ccccc4)ncnc3c2c2c1COC(C)(C)C2
 : 2.7	1117	.	2.5	1.7	10.6	1.7	-0.247	0.83	-0.674	9.2	707	0.78	951	16.2	4.4	14.4%	i	-0.8
COC(=O)CSC1=C(C#N)C(c2ccc(Cl)cc2)C(C(=O)OC)C(=O)N1 (stereo not drawn)
 : -2.0	1219	.	5.2	2.5	5.5	-0.204	-0.0373	0.0218	0.455	.	.	0.83	1235	11.1	6.1	-5.3%	i	16.1
CCC(C)(C(=O)NC1CCCC1)N(CC1CCCO1)C(=O)c1ccc2c(c1)OCO2 (stereo not drawn)
 : 0.3	1321	i	6.4	2.1	2.6	0.491	0.918	0.551	0.446	.	.	0.05	1689	0.3	8.7	5.2%	i	0.2
Cc1cccc(OCC(=O)Nc2ccc3nc(C)sc3c2)c1
 : 2.5	954	i	4.9	3.8	5.0	0.559	-0.296	0.536	0.951	15.7	660	0.18	1259	59.4*	58.1*	-13.9%	i	11.7
CCC(=O)N1N=C(c2ccc(Cl)cc2)CC1c1ccco1 (stereo not drawn)
 : 5.9	982	i	.	.	.	-0.295	-0.229	-0.114	0.00332	-11.5	702	-0.19	1372	.	.	12.5%	.	.
CCc1cccc(N(CC(=O)NCc2ccc(F)cc2)C(=O)c2csnn2)c1
 : -0.2	1552	i	3.5	2.1	4.9	0.671	-0.227	0.305	-0.512	-45.2	510	.	.	-9.1	-3.3	-4.2%	i	0.8
O=C(Nc1ccccc1N1CCCCC1)c1cccc([N+](=O)[O-])c1
 : -3.8	1064	i	2.1	2.8	8.0	-1.3	-0.37	-0.652	1.29	24.6	690	-0.51	1581	78.4*	40.5*	11.6%	i	5.5
CCOC(=O)c1nn(-c2sc(C(=O)OC)c(C)c2C(=O)OC)cc1O
 : .	.	i	3.9	2.9	5.2	1.08	-0.181	0.366	0.345	3.4	748	2.18	1253	-0.9	-5.8	3.4%	i	-2.2

Bioassay records: PubChem, several laboratories
